Bioassay records from PubChem BioAssay.
PP5 primary: PP5 (human) phosphatase inhibition. P53041. purified PP5c, OMFP substrate fluorescence. inhibition, % at 6.7 µM. actives 0.18% (n = 320,000);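 active = inhibition above the campaign's mean inhibition across all tested compounds plus 3 SD, cut at about 9.5% in these data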;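 also: 0% = DMSO only and 100% = 100 µM cantharidin control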
Target sequence (P53041 whole entry, looked up): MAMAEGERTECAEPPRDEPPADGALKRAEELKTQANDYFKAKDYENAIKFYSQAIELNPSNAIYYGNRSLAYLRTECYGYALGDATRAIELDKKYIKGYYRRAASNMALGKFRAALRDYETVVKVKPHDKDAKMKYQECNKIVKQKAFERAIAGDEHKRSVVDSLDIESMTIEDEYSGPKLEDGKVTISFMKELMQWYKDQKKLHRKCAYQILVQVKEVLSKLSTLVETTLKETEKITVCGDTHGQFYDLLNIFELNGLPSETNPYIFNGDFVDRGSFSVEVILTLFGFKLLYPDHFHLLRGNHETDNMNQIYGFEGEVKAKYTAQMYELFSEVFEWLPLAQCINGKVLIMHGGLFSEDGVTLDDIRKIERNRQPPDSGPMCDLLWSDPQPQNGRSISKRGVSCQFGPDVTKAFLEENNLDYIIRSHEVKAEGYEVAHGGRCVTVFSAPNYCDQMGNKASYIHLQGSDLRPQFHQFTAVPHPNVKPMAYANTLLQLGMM
LYPLA2 counter: counter-screen for PME1 inhibitors: inhibitors of human LYPLA2; recombinant LYPLA2, FP-Rh probe fluorescence polarization; actives 0.38% (n = 320,000); O95372; inhibition, % at 5.9 µM;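 active = inhibition above the screen-wide mean plus 3 SD, limit set per campaign, cut at about 26% in these data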;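 also: 0% = LYPLA2 with DMSO and 100% = wells lacking LYPLA2 enzyme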
Target sequence (O95372 whole entry, looked up): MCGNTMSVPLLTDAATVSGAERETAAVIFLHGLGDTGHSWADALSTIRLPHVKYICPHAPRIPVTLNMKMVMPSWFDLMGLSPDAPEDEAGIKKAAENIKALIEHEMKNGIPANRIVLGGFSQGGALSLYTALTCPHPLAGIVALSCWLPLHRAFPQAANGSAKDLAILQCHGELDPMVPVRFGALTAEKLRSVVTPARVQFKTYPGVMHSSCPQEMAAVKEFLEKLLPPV
PREPL inh: human PREPL enzyme inhibition; Q4J6C6; recombinant PREPL, fluorescence polarization activity-based probe; inhibition, % at 5.96 µM; actives 0.68% (n = 320,000); AID 2751; in the data active = inhibition above about 43%;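 also: 0% = enzyme with DMSO and 100% = wells lacking enzyme; many of its hits are not listed in these tables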
Fh CTSL1 inh: counter-screen for PFM18AAP inhibitors: inhibitors of F. hepatica cathepsin L1 | recombinant F. hepatica cathepsin L1, Z-Leu-Arg-MCA fluorescence | AID 1906 | actives 0.49% (n = 300,000) | inhibition, % at 5.96 µM;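 active = inhibition above the mean of all tested compounds plus 3 SD, set per screening campaign, cut at about 17% in these data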;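 also: 0% = plate median of test compound wells and 100% = 1 µM Z-Phe-Ala-diazomethylketone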
GASC-1 inh: inhibitors of human GASC-1 (JMJD2C) demethylase | GST-JMJD2C(1-420) H3K9me3 demethylation, DELFIA europium | inhibition, % at 2.35 µM | actives 0.069% (n = 330,000) | AID 2099;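 active = more than half of a compound's replicate wells show inhibition beyond 50%, single wells judged on their own value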;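 also: signal counts dimethyl H3K9 product captured on neutravidin plate; 0% = median of DMSO wells and 100% = 0.3 times that DMSO median; strong numbers were not always called active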
PP1 counter: counter-screen for PP5 inhibitors: inhibitors of human PP1-alpha; purified PP1alpha, OMFP fluorescence; inhibition, % at 6.7 µM; actives 0.9% (n = 320,000); AID 2235;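 active = inhibition above the mean inhibition of all tested compounds plus 3 SD, computed separately for each screening campaign, cut at about 15% in these data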
Target sequence (P62136 whole entry, looked up): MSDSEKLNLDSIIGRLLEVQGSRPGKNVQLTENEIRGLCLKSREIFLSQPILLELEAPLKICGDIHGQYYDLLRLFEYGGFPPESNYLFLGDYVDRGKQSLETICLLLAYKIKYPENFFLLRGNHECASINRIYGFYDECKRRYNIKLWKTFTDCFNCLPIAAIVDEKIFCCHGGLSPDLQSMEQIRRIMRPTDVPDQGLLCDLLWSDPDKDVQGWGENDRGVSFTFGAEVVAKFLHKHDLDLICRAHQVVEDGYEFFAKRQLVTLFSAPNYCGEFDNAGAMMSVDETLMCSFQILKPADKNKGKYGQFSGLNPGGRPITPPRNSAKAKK
Efflux pump mplx: antifungal efflux pump inhibition, Nile Red retention | inhibition, % at 10 µM | actives 0.44% (n = 330,000) | S. cerevisiae Candida pump triplex | AID 485275;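 active = plate passing quality check with inhibition over a set limit, or well fluorescence over plate mean plus 4 SD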;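 also: Nile Red retained in pooled yeast measured as flow cytometry median fluorescence; 0% = buffer negative control and 100% = Enniatin B positive control; higher means more Nile Red kept so more efflux inhibition; some compounds called inactive have numbers as strong as hits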
TPT1 inhibitor: blocks Candida albicans tRNA 2'-phosphotransferase; recombinant caTPT1, FP RNA substrate dephosphorylation; inhibition, % at 5 µM; actives 0.81% (n = 300,000); AID 1962;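 active = inhibition above the mean of all tested compounds plus 3 SD, set per screening campaign, cut at about 24% in these data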;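 also: plate controls were DMSO alone for no effect and ferristatin control at 100 nM for full effect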
core dimer inh: blocks dimerization of HCV core protein | actives 0.33% (n = 300,000) | inhibition, % at 5 µM | TR-FRET GST/Flag-core106 dimerization, 1536-well;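 active = inhibition above the mean of all tested compounds plus 3 SD, set per screening campaign, cut at about 45% in these data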
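Assay system: tagged HCV core106 pair (GST and Flag); medium: KF-containing HEPES buffer, pH 7.45, DTT, CHAPS, BSA; also added: Eu donor and XL665 acceptor anti-tag antibodies; dosing: 5 µM single dose; timing: compound-protein-antibody incubation 4 h at 22.5 °C; signal: TR-FRET 671 and 617 nm emission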
* = called active by the depositor; i = inactive; x = not tested or not shown. This is a subset, so the mix of outcomes need not match the whole.

SMILES	PP5 primary	LYPLA2 counter	PREPL inh	Fh CTSL1 inh	GASC-1 inh	PP1 counter	Efflux pump mplx	TPT1 inhibitor	core dimer inh
CN(Cc1ccccc1)C1CCNCC1	0.7	4	7	-5	6	-5	0.1	0	-5
O=C(O)C1C2C=CC(C2)C1C(=O)NCc1cccnc1 (configuration not stated)	-0.6	2	-8	-1	11	1	0.0	0	4
Cc1ccc(CN2C(=O)CCC2C(=O)NCCN2CCN(c3cccc(Cl)c3)CC2)cc1 (configuration not stated)	0.9	5	3	4	0	2	0.1	-1	3
Cc1c(Nc2ncnc3c2cnn3-c2ccccc2)c(=O)n(-c2ccccc2)n1C	-3.5	-3	-1	4	-1	-4	0.0	0	-2
S=C(Nc1cccc(Br)c1)c1ccccc1	4.5	0	-1	-2	1	1	0.2	-2	-2
O=C1CN(C(=S)NC(=O)c2ccc(-c3ccccc3)cc2)CCN1	3.6	0	6	-14	-7	-8	0.2	2	2
CC1(C)C(CSc2nc3ccccc3[nH]2)C1(Cl)Cl (configuration not stated)	5.2	-7	5	-3	3	-1	0.3	-3	4
O=C(/C=C/c1cccc([N+](=O)[O-])c1)NCCSCc1ccc(Cl)cc1Cl	1.2	-11	9	3	-4	6	0.0	-1	18
COc1cccc(NC(=O)CSc2nnc(Cc3cccs3)n2-c2ccc(C)cc2)c1	4.0	-3	6	-2	-3	7	0.2	2	9
CN(C)/N=C/c1ccc(Sc2ccc([N+](=O)[O-])cc2[N+](=O)[O-])o1	-1.1	1	7	1	0	-1	0.0	1	-20
COc1cc(OC)cc(C(=O)N(CCCN2C(=O)c3cccc4cccc(c34)C2=O)c2cccc(OC)c2)c1	-2.7	-10	-12	-1	-6	14	0.2	0	-1
CCOC(=O)c1ccc2[nH]c(C)cc(=O)c2c1	-0.8	0	2	3	-70	-2	-0.1	-6	2
Cc1ccc(S(=O)(=O)CCC(=O)OCC(=O)NCCc2ccc(F)cc2)cc1	-2.3	8	-2	-45	-6	-2	0.0	-3	-2
CCCCn1c(SCC(=O)N(C)C)nnc1-c1ccncc1	-2.3	-6	-2	-3	0	-4	0.1	-2	-2
O=C(COC(=O)c1cccs1)Nc1ccccc1Cl	2.7	-2	-5	-7	5	-1	0.0	-2	8
CCn1c(COc2ccccc2)nnc1SCC(=O)Nc1ccc2c(c1)OCCO2	-1.2	11	-1	1	10	-8	0.2	-2	-3
NN=C(c1ccccc1)c1ccccc1	2.2	4	-14	-1	-30	-6	0.1	0	2
Cc1ccc(NS(=O)(=O)c2cn(C)c(=O)n(C)c2=O)c(C)c1	1.9	-1	4	-2	-2	1	-0.3	1	-13
CCOC(=O)NNC(=O)c1[nH]c2ccc(Br)cc2c1-c1ccccc1	4.6	0	-16	-2	-5	6	0.0	0	9
CN(CCc1ccccc1)C1CCCN(S(=O)(=O)N(C)C)C1 (configuration not stated)	6.5	10	-5	1	9	-2	0.2	-3	-5

Structures from the list above that have a Cl atom, in the order listed:
SMILES	PP5 primary	LYPLA2 counter	PREPL inh	Fh CTSL1 inh	GASC-1 inh	PP1 counter	Efflux pump mplx	TPT1 inhibitor	core dimer inh
Cc1ccc(CN2C(=O)CCC2C(=O)NCCN2CCN(c3cccc(Cl)c3)CC2)cc1 (configuration not stated)	0.9	5	3	4	0	2	0.1	-1	3
CC1(C)C(CSc2nc3ccccc3[nH]2)C1(Cl)Cl (configuration not stated)	5.2	-7	5	-3	3	-1	0.3	-3	4
O=C(/C=C/c1cccc([N+](=O)[O-])c1)NCCSCc1ccc(Cl)cc1Cl	1.2	-11	9	3	-4	6	0.0	-1	18
O=C(COC(=O)c1cccs1)Nc1ccccc1Cl	2.7	-2	-5	-7	5	-1	0.0	-2	8

New compounds follow.
SMILES	PP5 primary	LYPLA2 counter	PREPL inh	Fh CTSL1 inh	GASC-1 inh	PP1 counter	Efflux pump mplx	TPT1 inhibitor	core dimer inh
COc1ccc(OC)c(S(=O)(=O)Nc2ccc(O)c(Sc3ncn[nH]3)c2)c1	2.3	8	1	-5	0	4	-0.4	-4	-7
CCn1c(CNC(=O)Cc2ccc(OC)cc2)nnc1SCC(=O)c1ccc(Br)cc1	2.5	-1	3	-2	-3	-8	0.2	0	3
CC(Cc1cccs1)NC(=S)Nc1ccc(F)cc1 (configuration not stated)	0.7	0	0	1	0	2	0.0	0	4
C=CCC1(/C=N/O)CCOC(C)(C)C1 (configuration not stated)	1.1	1	2	8	-3	-3	0.1	2	5
Cc1ccccc1C(=O)NC(=S)Nc1cccc(NC(=O)C(C)C)c1	1.2	-1	-1	1	-4	2	-0.1	1	4
O=C(/C=C/c1ccc(Cl)cc1Cl)N1CCc2ccccc21	2.8	-4	-7	-2	9	1	0.1	-1	5
Cc1cc(C)n(Cc2ccc(F)cc2)c(=O)c1C#N	2.3	-1	8	3	15	-5	0.4	0	-1
C/C(=N\NC(=O)C(O)c1ccccc1)c1ccc(Cl)cc1 (configuration not stated)	3.9	3	5	-2	-2	-3	0.2	1	-9
C/C(=N\OCc1ccc(C#N)cc1)c1ccc(S(=O)(=O)N(C)C)cc1	2.1	6	8	3	-1	4	0.3	2	2
Cc1ccc(NC2=CC(=O)C(=O)c3ccccc32)cc1	1.6	3	25	15	-31	0	-0.1	-6	-16
Cn1ccnc1SCC(=O)c1ccc2ccccc2c1	0.0	-4	-7	-5	4	-2	0.3	11	18
O=C(NCC1CCCCC1)c1ccc(Br)o1	2.7	-5	0	0	1	-4	0.2	1	4
O=C(c1csc2c1CCCC2)N1CCN(c2ccccc2)CC1	0.6	4	7	2	6	2	0.1	1	3
Cc1ccsc1C(=O)Nc1ccccc1N1CCOCC1	2.3	0	1	4	18	-1	0.0	-1	0
CCSCc1nnc(SCC(=O)Nc2nccs2)n1CC	0.4	-4	14	-3	-15	-5	-0.1	0	1
O=C(Nc1ccccc1F)Nc1ccccc1N1CCCCC1	1.9	-9	15	9	2	7	0.3	1	4
O=C(CNc1ccccc1)Nc1ccc(F)cc1	-1.5	-4	14	3	-16	-2	0.0	1	-4
COc1ccc(S(=O)(=O)N2CCCCC2)cc1NC(=O)[C@@H]1CCCN1C(=O)c1cccs1	0.5	4	3	x	-11	0	-0.1	x	x
O=C(NCCc1ccc(C(F)(F)F)cc1)C1CC(=O)N(c2ccc3c(c2)OCCO3)C1 (configuration not stated)	1.5	4	7	x	-4	-6	0.0	x	x
COc1c(C(=O)Nc2nccs2)ccc2ccccc12	0.9	0	-56	3	-6	2	-0.1	-2	1
CCCC(=O)Nc1ccc(Cl)c(NC(=O)c2ccc(Br)o2)c1	0.0	-3	10	7	-8	-1	0.2	2	-1
O=C(NCC1CCCCC1)c1cccc(Br)c1	0.1	-3	-1	1	10	2	-0.1	-1	-1
COc1ccc(OC)c(NC(=O)CSC2=NN3CCCC(=O)N=C3S2)c1	1.5	2	3	5	2	1	0.1	-2	3
O=CN1CCN(C(=O)c2ccccc2Cl)CC1	1.8	-3	12	-1	-2	-6	0.0	-2	-3
O=C1O/C(=C\C(=O)N2CCOCC2)c2ccccc21	-0.7	-2	18	-5	0	0	0.0	1	-7
O=C(c1ccc(Cl)cc1Cl)N1CCN(c2ccccn2)CC1	1.6	-4	0	-7	-2	-8	0.1	2	-3
O=C(Cc1cccs1)Nc1cccc(-c2ccc3nncn3n2)c1	-0.6	7	1	-1	-6	-3	0.3	-3	5
Cc1ccccc1NCC(=O)N=Nc1c(O)[nH]c2ccc([N+](=O)[O-])cc12	0.8	-2	12	4	-1	10	-0.1	-1	11
CC(C)CCC(C(=O)NC(C)c1ccccc1)C(=O)NC(C)c1ccccc1 (configuration not stated)	-0.6	1	3	4	13	0	-0.3	1	4
COc1cccc(/C=N/NC(=O)C(C)Cn2cnc3ccccc32)c1 (configuration not stated)	-1.8	1	-66	1	3	-8	0.0	1	2
CCNc1nc(NCC)n2c(SCC(=O)N(CC)C3CCCCC3)nnc2n1	-0.7	-4	3	3	4	1	0.3	2	-1
CN(CC1COc2ccccc2O1)C(=S)NC1CCCCC1 (configuration not stated)	2.9	6	-16	-7	7	4	0.0	1	-1
Cn1cc(Cl)c(C(=O)Nc2cccc(Cl)c2Cl)n1	-1.9	-3	4	2	-5	0	0.0	-4	5
CCCCC1=CC2=CC(=O)C(C)(OC(=O)CC)C(=O)C2=CN1Cc1ccccc1 (configuration not stated)	2.5	0	21	4	24	-1	0.2	5	11
O=[N+]([O-])c1ccccc1OCCOc1ccccc1[N+](=O)[O-]	1.5	-4	0	-4	-10	-3	0.1	-2	6
COc1cc(C2NC(=O)NC(C)=C2C(=O)OCC2CCCO2)ccc1O (configuration not stated)	5.0	5	20	1	-15	1	-0.1	-2	-1
O=C1OC(c2cccc([N+](=O)[O-])c2)C2(CCCC2)C(=O)C12CCCCC2 (configuration not stated)	3.0	-1	-5	3	4	4	0.2	-3	9
Clc1cccc(-c2noc3ncnc(Nc4ccc5c(c4)OCO5)c23)c1	2.9	0	10	-5	-2	6	0.0	2	-6
CCc1cc(=S)n2c([nH]c3ccccc32)c1C#N	0.3	-2	18	3	6	-3	0.0	8	4
COc1ccc(NC(=O)c2c(-c3ccccc3)noc2C)c(OC)c1	2.0	7	1	-8	7	-2	0.1	-3	4
Cc1cc(C)cc(NS(=O)(=O)c2coc(C(N)=O)c2)c1	0.6	1	-2	-1	12	3	-0.1	-1	1
Cc1nn(-c2ccccc2)c2sc(C(=O)NC3CCCCC3)cc12	2.2	-19	0	7	-6	2	1.8	-3	6
O=C1CCCc2c1[nH]c1ccc(Br)cc21	4.5	0	8	2	-1	2	0.1	-2	9
O=C(CNc1ccc2ccccc2c1)NNC1=NCCC1	4.2	5	6	3	18	-5	0.0	0	-7
O=C(Cc1ccccc1)NCCn1ccc2ccccc21	0.5	7	12	0	-6	-4	0.0	0	3
CN(Cc1ccc(OC(F)F)cc1)C(=O)c1ccc2nccnc2c1	-1.4	0	15	-2	-6	-1	-0.1	0	-1
COCCN(C(=O)CCC(=O)Nc1nccs1)C(C(=O)NC(C)(C)C)c1ccc(Cl)cc1 (configuration not stated)	0.9	0	5	0	-11	1	-0.1	-5	-4
O=C(CN1C(=O)NC2(CCCCC2)C1=O)N1CCN(S(=O)(=O)c2ccc(F)cc2)CC1	-3.5	7	4	3	i	0	0.0	-2	-3
COc1ccc2[nH]c3c(c2c1)CCN1C(=O)N([C@@H](C)C(=O)NCc2ccc(C)cc2)C(=O)[C@]31C	4.2	1	-1	0	23	-1	0.1	3	-1
COc1ccc(-c2oc3cccnc3c2-c2ccc(OC)nc2)cc1	1.2	-4	10	-4	-1	-3	0.4	-2	-21
COc1ccc(CNn2c(C)nc3ccccc3c2=O)cc1	1.9	7	4	-2	5	-1	0.1	-2	2
CC(=O)c1cc2ccc(O)cc2oc1=O	-1.7	-1	8	8	-5	1	0.0	-11	-1
CNc1nc(C)c(C(C)=O)cc1C#N	1.8	0	5	5	10	-1	0.1	-13	-6
O=C(COC(=O)CCCN1C(=O)c2cccc3cccc(c23)C1=O)Nc1ccc(Cl)cc1	4.5	21	-31	3	3	2	0.0	-1	4
O=C(CCNS(=O)(=O)c1ccccc1)N1CCCCCCC1	0.1	8	10	-3	2	-3	-0.1	1	-2
O=c1cc(N2CCN(Cc3ccccc3)CC2)[nH]c(=O)n1Cc1ccc(F)cc1	-0.1	3	6	1	-2	2	-0.1	-3	-6
